High-throughput results as filed in PubChem BioAssay.
XiGFP reactiv: activators of X-chromosome reactivation in mouse fibroblasts; XiGFP mouse fibroblasts, % GFP-positive cells imaging, 3 d; cells co-treated with 5-aza-dC sensitizer; scaled so ellipticine positive control = 100%; activation, % at 7.58 µM; 360,000 tested, 0.055% active; AID 743238;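 active means mean normalized replicate activation at least 10% and every replicate at or above 10%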;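 further: 0% = median of on-plate neutral control wells and 100% = ellipticine 6 µM median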
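Assay system: SV40-immortalized XiGFP fibroblast cells, line 68-5-11; buffer or medium: DMEM plus 5-aza-dC sensitizer; compound: one concentration, pinned; timing: compounds 3 days, fix/stain 15 min at room temperature; benchmarks: positive control ellipticine, 6 µM final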
ERAP1 HTS inh: ERAP1 (human) enzyme inhibition | recombinant ERAP1, Leu-AMC fluorescence, 60 min | inhibition, % at 10.7 µM | AID 652197 | Q9NZ08 | 340,000 tested, 0.15% active;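 active means mean replicate inhibition of at least 30%, or all replicates individually reaching that 30% level; inactive means mean below 30% and not every replicate reaching it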;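 further: 0% = neutral control wells and 100% = L-leucinethiol positive control wells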
esBAF inh: SWI/SNF esBAF complex inhibition. mouse ES cells, Bmi1-luciferase knock-in reporter, 24 h; 100% = twice the neutral-well signal. 350,000 tested, 2% active. reporter increase, % at 12.5 µM; in the data active means activation above about 40%;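 further: 0% = median of the plate's neutral control wells and 100% = double that signal; a rise in the Bmi1 reporter signal indicates esBAF inhibition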
RAD54 branch: blocks human RAD54 Holliday junction branch migration | 360,000 tested, 0.14% active | inhibition, % at 10.4 µM | AID 602329 | FAM/BHQ fluorescence | Q92698;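 active means mean normalized replicate activity at least 40 and at least half of replicates scoring 40 or more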;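 further: 0% = median of neutral control wells and 100% = median of positive control wells; inhibitors cause a drop in the FAM fluorescence signal; in these data hits start at about 50%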
Target sequence (Q92698 whole entry, looked up): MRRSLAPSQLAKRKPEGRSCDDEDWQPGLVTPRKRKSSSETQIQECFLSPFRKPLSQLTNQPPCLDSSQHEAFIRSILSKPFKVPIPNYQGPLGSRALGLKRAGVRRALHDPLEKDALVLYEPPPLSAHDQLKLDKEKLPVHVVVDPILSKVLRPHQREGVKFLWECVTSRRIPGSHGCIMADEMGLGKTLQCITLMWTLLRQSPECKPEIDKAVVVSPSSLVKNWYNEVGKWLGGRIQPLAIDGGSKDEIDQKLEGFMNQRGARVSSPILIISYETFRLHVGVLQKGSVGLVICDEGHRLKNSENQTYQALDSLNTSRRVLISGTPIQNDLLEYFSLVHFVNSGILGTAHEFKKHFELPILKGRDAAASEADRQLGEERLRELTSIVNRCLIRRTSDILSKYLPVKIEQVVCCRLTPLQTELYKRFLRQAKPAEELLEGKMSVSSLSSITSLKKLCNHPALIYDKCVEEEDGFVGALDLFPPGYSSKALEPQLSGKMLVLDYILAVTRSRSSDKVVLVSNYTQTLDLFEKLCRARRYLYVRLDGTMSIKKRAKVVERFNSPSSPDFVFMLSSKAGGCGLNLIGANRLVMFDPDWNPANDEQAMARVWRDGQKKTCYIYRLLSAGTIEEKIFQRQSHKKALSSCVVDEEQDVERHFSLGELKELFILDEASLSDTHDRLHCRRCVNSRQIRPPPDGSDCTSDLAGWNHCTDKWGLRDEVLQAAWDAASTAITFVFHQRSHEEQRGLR
GSIS activator: GLuc luminescence reporter in INS-1E cells, primary screen for activators of glucose-dependent secretion of insulin; activation, % at 16.6 µM; 370,000 tested, 0.61% active; INS-1E GLuc reporter insulin secretion, 2-3 h;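 active means lowest replicate activation of at least 40%, so every replicate reaches that level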;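 further: 0% = median of neutral control wells and 100% = median of IBMX positive control wells; some compounds called inactive have numbers as strong as hits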
RAD52 anneal inh: RAD52 (human) annealing inhibition. P43351. recombinant RAD52 DNA annealing, FRET fluorescence. inhibition, % at 18.7 µM. 360,000 tested, 0.46% active. AID 651710;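 active means every replicate showing at least 50% inhibition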
F508del corr: CFTR F508del correction in bronchial cells | CFBE cells, YFP halide quenching; stimulated with forskolin plus potentiator P3; % fluorescence drop versus neutral controls | activity (quench increase), % at 7.58 µM | 350,000 tested, 0.36% active;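 active means mean added fluorescence quench of at least 8% versus neutral control, with both replicates also reaching 8%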;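 further: cells transiently co-express mutant CFTR-F508del with the halide-sensitive YFP; corrector assay measuring rescue of mutant channel to the surface after 24 h compound exposure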
ARNT-TACC3 inh: disruptors of human ARNT/TACC3 interaction; AlphaScreen His-ARNT PAS-B/GST-TACC3 binding, luminescence; TACC3 fragment carries E629A point mutation; inhibition, % at 9.99 µM; 390,000 tested, 0.66% active; Q9Y6A5;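 active means mean inhibition of replicates at least 50% and at least half of replicates each reaching 50%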;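 further: 0% = complete ARNT plus TACC3 wells and 100% = ARNT alone without TACC3; many hits fall short of the cut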
* = called active by the depositor; . = no result given; & = joins results of further samples.

SMILES	XiGFP reactiv	ERAP1 HTS inh	esBAF inh	RAD54 branch	GSIS activator	RAD52 anneal inh	F508del corr	ARNT-TACC3 inh
C[C@@H]1CN([C@@H](C)CO)S(=O)(=O)c2ccc(C3=CCCC3)cc2O[C@H]1CN(C)CC1CCOCC1	0.1	-1	-2	1	0	-29	-3.1	1
CC(C)NC(=O)Nc1ccc2c(c1)C(=O)N([C@@H](C)CO)C[C@@H](C)[C@@H](CN(C)Cc1ccncc1)OCCCC[C@H](C)O2	0.1	4	.	-4	2	10	-2.5	5
COc1ccc(COC(=O)CNC(=O)C2CCCCC2)cc1F	0.2	-1	.	.	2	-1	-1.2	-4
O=C(Cc1ccccn1)N1CC(=O)N2[C@H](CO)[C@@H](c3ccc(-c4ccc(F)cc4)cc3)[C@H]2C1	0.1	-2	.	.	6	-12	-1.4	.
Cc1cccc(C(C)C)c1NC(=O)CN1C(=O)NC2(CCc3ccccc32)C1=O (configuration not stated)	0.1	-10	0	-5	-5	4	1.5	-2
NC(=O)c1ccccc1NC(=O)/C=C/c1ccc(Cl)cc1	.	.	27	6	3	.	.	4
CCc1nc2c(OCc3ccccc3C)cccn2c1N(C)C(=O)C1CC1	-0.1	1	-2	0	0	-3	-0.8	.
CCN1[C@@H]2c3ccc(-c4cccc(OC)c4)c(=O)n3C[C@@H]2[C@@H](CO)[C@@H]1C(=O)N(C)C	0.1	2	-3	-6	13	-16	-3.5	-6
CCN(c1ccccc1)S(=O)(=O)c1ccc2ccccc2c1	0.2	1	-6	-4	-23	-15	-1.5	-3
COc1cc(C(=O)NC(=S)Nc2nccs2)cc(OC)c1OC	0.0	-1	.	.	7	-19	1.5	1
Cc1c(C(=O)NCc2ccc3c(c2)OCCO3)sc(=O)n1Cc1ccc(S(=O)(=O)N(C)C)cc1	0.0	.	-28	-10	-8	-7	-0.5	.
COc1ccc(CC(=O)NNC(=O)COc2ccc(C)cc2)cc1S(=O)(=O)N1CCOCC1	-0.7	-2	6	3	16	-1	-0.1	0
COc1ccc2[nH]c3c(c2c1)CCN1C(=O)N([C@@H](C)C(=O)NCC2CCCO2)C(=O)[C@]31C (some centres not stated)	.	.	4	-4	-1	-14	-3.5	-5
N=C1SC(c2ccccc2)C(=O)N1c1ncc(Cc2ccccc2)s1 (configuration not stated)	0.2	-8	.	3	10	-2	.	6
COc1cc2c(C#CCCO)c(-c3ccc(C#N)cc3)oc(=O)c2cc1OC	-0.1	.	-6	5	6	-8	-0.8	1
NC(=O)CNC(=O)[C@@H]1CC2(CC(c3cccc([N+](=O)[O-])c3)=NO2)CN1C(=O)c1ccccc1 (some centres not stated)	-0.1	-2	-1	-3	6	0	1.8	0
O=C(/C=C/c1cccc([N+](=O)[O-])c1)Nc1cccc(NC(=O)c2cccs2)c1	0.3	3	25	0	4	5	0.1	0
Cc1cc2ncn(C(=O)N3CCCCC3)c2cc1C	.	6	24	-6	-3	-6	-2.4	-3
Cn1cc(CN2CCN(Cc3ccccc3)C(CCO)C2)c(-c2ccccc2)n1 (configuration not stated)	0.0	-1	2	-2	10	-4	0.8	-3
CC1CCN(C(=O)CN(c2ccc3c(c2)OCO3)S(C)(=O)=O)CC1	.	5	-5	-2	-6	-7	-5.8	-4
COc1ccc2c(c1)CCc1cnc(N)nc1-2	0.0	-1	39	6	1	-8	-3.2	-1
CC(=O)N(C(C)=O)c1ncn(C)c1S(=O)(=O)Nc1ccccc1	0.0	-1	-5	0	11	-10	-2.2	1
COC(=O)N(C)C[C@@H]1OCc2cn(nn2)CCCC(=O)N([C@H](C)CO)C[C@@H]1C	0.6	.	1	.	6	.	2.1	.
CCOc1cc(/C=C2/NC(=O)N(CC(=O)OC)C2=O)ccc1O	0.0	0	1	-6	-2	-7	-2.0	-6
CNS(=O)(=O)c1cccc(C(=O)NCC2CCCCC2)c1	0.0	4	3	8	.	6	-0.7	-1
Cc1ccsc1/C=N/NC(=S)NCCc1ccccc1	0.2	-2	-2	-2	-7	8	3.9	4
COC(=O)[C@]12CCCCC=C1N(Cc1ccc3c(c1)OCO3)C(=O)[C@H](CC(=O)NCCc1ccccc1OC)C2	0.1	.	.	.	-38	-31	3.9	.
COc1ccccc1C(=O)N=C1NC(=O)CC2C(=O)NCCN12 (configuration not stated)	0.3	-1	-6	-3	1	-13	-1.0	-5
COc1ccccc1OCC(=O)N1CCCCCCC1	0.0	-1	3	-1	-6	-15	-0.5	4
COc1cccc(N2CCN(S(=O)(=O)c3ccc(CN4C(=O)c5cccnc5C4=O)cc3)CC2)c1	0.1	-2	2	-9	17	-2	-0.5	-2
O=C(Nc1ccc(S(=O)(=O)Nc2ncccn2)cc1)c1ccc(Cl)c([N+](=O)[O-])c1	0.0	-1	-2	-12	0	-14	2.0	4
CCC1(c2ccc(OC)cc2)NC(=O)N(CC(=O)NC2CCCCC2C)C1=O (configuration not stated)	0.1	0	-2	6	8	-12	2.2	-4
CC=Cc1ccc2n(c1=O)C[C@@H]1[C@@H](CO)[C@H](C(=O)NCc3ccccc3F)N[C@H]21 (mixture of isomers)	0.4	4	-1	-3	8	-18	.	5
COc1cc2c(-c3ccccc3)c(C)oc2cc1/C=N/NC(N)=S	0.2	.	.	6	1	-22	8.1*	-10
Cc1ccc(-c2cc(C(=O)OCC(=O)N(C)C3CCS(=O)(=O)C3)c3ccccc3n2)c(C)c1 (configuration not stated)	0.2	5	14	.	-1	-9	-0.3	5
C[C@H](CO)N1C[C@H](C)[C@H](CN(C)CC2CCOCC2)Oc2ncc(-c3ccc(F)cc3)cc2C1=O	-0.5	-2	0	-8	10	-3	-0.2	-4
O=C(NCC[C@H]1CC[C@H](NS(=O)(=O)c2cccc(F)c2)[C@@H](CO)O1)C1CC1	-0.3	4	-1	0	-7	-11	-5.1	-5
COc1cccc(CNC(=O)C[C@H]2C=C[C@H](NC(=O)C3CCC3)[C@H](CO)O2)c1	-0.6	-3	2	-6	12	-2	2.6	1
CN(C)C(=O)c1cccc(-c2ccc([C@H]3[C@H]4CN(C(=O)C5CCCCC5)CC(=O)N4[C@H]3CO)cc2)c1	-0.1	-1	.	.	-6	0	-1.0	.
COc1ccc(N(C(=O)Cc2cccs2)C(C(=O)NC2CCCC2)c2ccncc2)cc1 (configuration not stated)	0.0	4	16	-8	22	-1	3.2	-6
O=C(Cc1noc2ccccc12)NNC(=S)Nc1ccccc1	0.1	1	-3	8	3	-2	0.5	5
O=C(NCC1CCCO1)c1ccccc1-c1nc(-c2ccccc2F)no1 (configuration not stated)	0.2	-3	8	9	4	-6	3.2	3
C[C@H](CO)N1C[C@H](C)[C@H](CN(C)C(=O)Nc2ccc(F)cc2)Oc2ccc(NS(=O)(=O)c3ccccc3)cc2CC1=O	-0.1	0	-1	-3	-17	1	0.0	-13
COc1ccccc1N1CCN(S(=O)(=O)CCNC(=O)COc2ccccc2)CC1	0.0	-3	-1	10	-2	-9	-2.4	.
Cc1ccc(S(=O)(=O)N(C)C[C@H]2Oc3ccc(NC(=O)Nc4ccccc4)cc3CC(=O)N([C@H](C)CO)C[C@@H]2C)cc1	23*	0	2	-7	-10	16	1.7	7
Cc1ccc(NC(=O)/C=C2\NC(=O)CS2)cc1	0.2	2	37	1	23	-6	1.6	2
C/C=C/c1ccc2c(c1)O[C@H](CN(C)C(=O)COC)[C@@H](C)CN([C@H](C)CO)S2(=O)=O	-0.7	0	-2	4	5	-1	1.4	0
C[C@@H]1CCCCO[C@@H](CN(C)C(=O)Nc2ccccc2)[C@@H](C)CN([C@@H](C)CO)C(=O)c2cc(NC(=O)C3CCCCC3)ccc2O1	0.3	3	-1	-3	-4	12	-1.5	-1
CCOC(=O)N1CCN(C2=CC(=O)OC23CCCCC3)CC1	.	-3	-1	-8	26	13	.	-9
C[C@@H]1CN([C@@H](C)CO)S(=O)(=O)c2ccc(C#Cc3ccc(F)cc3)cc2O[C@@H]1CN(C)CC1CC1	-0.9	8	-1	1	12	25	-3.4	9
CC(=O)Nc1ccc(S(=O)(=O)NCCc2cc3c(C)ccc(C)c3[nH]c2=O)cc1	0.0	-4	3	-8	.	-12	0.3	-3
CC(=O)CSc1nc(CCc2ccccc2)c(C#N)c(=O)[nH]1	0.0	2	-6	0	-15	-19	0.8	-3
Cc1ccsc1/C=N/NC(=O)c1ccc2ccccc2c1	0.0	0	.	1	3	-8	-0.2	-5
CCOc1ccc(C2CC=C(C(C)=O)CN2S(=O)(=O)c2ccc(C)cc2)cc1 (configuration not stated)	0.4	1	6	3	.	-16	-3.7	.
Cc1ccc2nc(SCC(=O)NC3CC3)[nH]c2c1	0.0	-3	25	4	-5	-16	-0.7	-23
COCCC(=O)N1CCC(Oc2ccc(C(=O)N3CCCCCC3)cc2)CC1	0.3	-1	1	1	7	2	-0.1	1
CCN(CC)S(=O)(=O)c1ccc2c(c1)nc(SCC(=O)NCC1CCCO1)n2CC (configuration not stated)	0.2	1	3	10	5	-10	-0.9	3
CN(C)c1ccc(CNc2nc(-c3ccccc3)nn2S(C)(=O)=O)cc1	0.0	0	1	9	-3	-8	0.0	.
Cc1c(Cl)cccc1NC(=S)N(CCN(C)C)C(C)c1ccccn1 (configuration not stated)	.	.	0	-9	-27	-12	1.4	54*
COc1ccccc1C#Cc1ccc2c(c1)O[C@H](CN(C)Cc1cccnc1)[C@@H](C)CN([C@@H](C)CO)S2(=O)=O	-1.1	-1	-1	5	-12	21	6.5	17
(further entries)
SMILES	XiGFP reactiv	ERAP1 HTS inh	esBAF inh	RAD54 branch	GSIS activator	RAD52 anneal inh	F508del corr	ARNT-TACC3 inh
O=C(NC1CCCCC1)C1c2ccccc2OCC(=O)N1CC(F)(F)F (configuration not stated)	0.1	.	.	.	-3	0	-3.5	.
COc1ccc(C(=O)n2cc(C(=O)c3cc(C)ccc3O)cn2)cc1OC	-0.2	1	.	.	22	-16	.	-3
CO[C@H]1CN(C)C(=O)c2cc(NS(=O)(=O)c3ccccc3)ccc2OC[C@@H](C)NC[C@H]1C	0.1	-4	-1	6	19	-22	0.0	-4
O=C(NC1CC1)C1CCN(C(=O)c2ccc(Cl)cc2Cl)CC1	0.3	-4	-5	9	14	-3	1.1	-9
CCC(=O)Nn1c(C2CCC2)nc2ccccc2c1=O	0.0	-3	9	2	-4	3	-0.7	-13
O=C(CSc1n[nH]c(-c2ccccc2Cl)n1)NC1CCCCC1	0.0	-3	1	0	11	-3	-0.1	-2
CCCn1cnc2c(SCc3ccccn3)nc(N)nc21	0.0	-1	13	-1	.	-2	5.0	9
C[C@H](CO)N1C[C@H](C)[C@H](CN(C)C(=O)Nc2cccc3ccccc23)Oc2ncc(Br)cc2C1=O	0.0	-1&1	7	-17	-13	-3&-9	-2.4&-0.5	-12

Some of the entries so far, comma-delimited.
SMILES,XiGFP reactiv,ERAP1 HTS inh,esBAF inh,RAD54 branch,GSIS activator,RAD52 anneal inh,F508del corr,ARNT-TACC3 inh
COc1ccccc1OCC(=O)N1CCCCCCC1,0.0,-1,3,-1,-6,-15,-0.5,4
COc1cccc(N2CCN(S(=O)(=O)c3ccc(CN4C(=O)c5cccnc5C4=O)cc3)CC2)c1,0.1,-2,2,-9,17,-2,-0.5,-2
O=C(Nc1ccc(S(=O)(=O)Nc2ncccn2)cc1)c1ccc(Cl)c([N+](=O)[O-])c1,0.0,-1,-2,-12,0,-14,2.0,4
CCC1(c2ccc(OC)cc2)NC(=O)N(CC(=O)NC2CCCCC2C)C1=O (configuration not stated),0.1,0,-2,6,8,-12,2.2,-4
CC=Cc1ccc2n(c1=O)C[C@@H]1[C@@H](CO)[C@H](C(=O)NCc3ccccc3F)N[C@H]21 (mixture of isomers),0.4,4,-1,-3,8,-18,.,5
COc1cc2c(-c3ccccc3)c(C)oc2cc1/C=N/NC(N)=S,0.2,.,.,6,1,-22,8.1*,-10
